p53 reactivation: restores transcriptional activity of mutant p53 | H1299 p53-A138V BP100-luciferase reporter, luminescence, 24 h | Potency, µM (highest dose often 92.2 µM), without a hit: at the highest dose activity change, positive = activation, usual class: activators | 320,000 tested, 0.063% active | AID 504706; also: potency is read from the fitted curve at half-maximal effect; % of control where 0% means no effect; nearly all actives have a fitted effect of over 45% in size
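H1299 (p53-null), stable ts p53-A138V + BP100-Luc; 1000 cells/well, Opti-MEM/10% FBS; cpd 4 pt, 1:5; 24 h, 37 deg C, 5% CO2; detection reagent 10 min RT; luminescence.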
VP16 counter: counter-screen for ROR gamma inhibitors: Gal4-VP16 reporter | Drosophila S2 Gal4-VP16 UAS-luciferase, luminescence, 20 h | Potency, µM (top dose mostly 53.6 µM), for inactives: at the top dose activity, negative = inhibition, usual class: inhibitors | 310,000 tested, 3.5% active;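 also: Gal4-VP16 expression switched on by copper sulfate through the metallothionein promoter; potency is read from the fitted curve at half-maximal effect; % is scaled to controls: 0 for no effect and ±100 for the full control effect; nearly all actives have a fitted effect of over 50% in size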
ELG1 repair inh: ELG1-dependent DNA repair inhibition | 330,000 tested, 2.3% active | HEK293T ELG1-luciferase reporter, luminescence, 16 h; DNA damage induced by 5-fluorouridine | Potency, µM (titrated, usually from 46.1 µM), inactives show at the highest dose activity change, negative = inhibition, usual class: inhibitors; also: potency is read from the fitted curve at half-maximal effect; % is scaled to controls: 0 for no effect and ±100 for the full control effect; nearly all actives have a fitted effect of over 55% in size
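Reporter activity after DNA damage by 5-fluorouridine is monitored. Compound-treated cells incubate 16 hr at 37 °C, then ONE-Glo is added for 30 min before luminescence reading.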
ELG1 genotox: inducers of genotoxicity in HEK293T ELG1-luciferase cells; HEK293T ELG1-luciferase reporter, luminescence, 16 h; Potency, µM (series often up to 46 µM), for inactives: at the highest dose activity change, positive = activation, hits mostly activators; 330,000 tested, 1.3% active; AID 504466; also: potency is read from the fitted curve at half-maximal effect; % of control where 0% means no effect; nearly all actives have a fitted effect of over 60% in size
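16 hr compound incubation (37 °C, 5% CO2) of HEK293T cells carrying luciferase-tagged ELG1; luciferase then measured by ONE-Glo luminescence after 30 min at RT.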
BRCA1 expr up: activators of BRCA1 expression; MCF7-BRCA1-FFLuc reporter, luminescence, 48 h; response scale: scaled: vehicle 0%, 10 µM genistein 100%; Potency, µM (doses to about 46.1 µM), inactives show top-dose activation, hits mostly activators; 380,000 tested, 1.1% active; also: potency is read from the fitted curve at half-maximal effect; nearly all actives have a fitted effect of over 80% in size; some results filed as inactive show a strong effect at the top dose
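Quantitative HTS in MCF7 cells stably reporting BRCA1 expression via firefly luciferase. Compound treatment lasts 48 h at 37 °C in phenol-red free MEM. Activation is expressed relative to genistein at 10 microM and DMSO.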
Rab9 promoter act: activates the Rab9 promoter; Huh7 Rab9 promoter-luciferase reporter, luminescence, 24 h; 320,000 tested, 2.8% active; Potency, µM (titrated, usually from 9.22 µM), inactives show at the top dose activation, negative = inhibition, most hits filed as activators; also: potency is read from the fitted curve at half-maximal effect; % of control where 0% means no effect; nearly all actives have a fitted effect of over 60% in size
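Quantitative HTS format; Huh7 Rab9-luciferase reporter cells (1500/well) receive compound 2 h post-plating, incubate 24 h at 37 °C, then get luciferase reagent for 10 min before luminescence reading.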
TRPV1 agonist: human TRPV1 agonism; TRPV1-expressing cells, Fluo-8 calcium influx, agonist mode; activation, % at 8.33 µM; Q8NER1; 320,000 tested, 0.19% active; in the data active = activation above about 80%; inconclusive = between about 30% and that limit; also: 0% is about no effect
Target sequence (Q8NER1 whole entry, looked up): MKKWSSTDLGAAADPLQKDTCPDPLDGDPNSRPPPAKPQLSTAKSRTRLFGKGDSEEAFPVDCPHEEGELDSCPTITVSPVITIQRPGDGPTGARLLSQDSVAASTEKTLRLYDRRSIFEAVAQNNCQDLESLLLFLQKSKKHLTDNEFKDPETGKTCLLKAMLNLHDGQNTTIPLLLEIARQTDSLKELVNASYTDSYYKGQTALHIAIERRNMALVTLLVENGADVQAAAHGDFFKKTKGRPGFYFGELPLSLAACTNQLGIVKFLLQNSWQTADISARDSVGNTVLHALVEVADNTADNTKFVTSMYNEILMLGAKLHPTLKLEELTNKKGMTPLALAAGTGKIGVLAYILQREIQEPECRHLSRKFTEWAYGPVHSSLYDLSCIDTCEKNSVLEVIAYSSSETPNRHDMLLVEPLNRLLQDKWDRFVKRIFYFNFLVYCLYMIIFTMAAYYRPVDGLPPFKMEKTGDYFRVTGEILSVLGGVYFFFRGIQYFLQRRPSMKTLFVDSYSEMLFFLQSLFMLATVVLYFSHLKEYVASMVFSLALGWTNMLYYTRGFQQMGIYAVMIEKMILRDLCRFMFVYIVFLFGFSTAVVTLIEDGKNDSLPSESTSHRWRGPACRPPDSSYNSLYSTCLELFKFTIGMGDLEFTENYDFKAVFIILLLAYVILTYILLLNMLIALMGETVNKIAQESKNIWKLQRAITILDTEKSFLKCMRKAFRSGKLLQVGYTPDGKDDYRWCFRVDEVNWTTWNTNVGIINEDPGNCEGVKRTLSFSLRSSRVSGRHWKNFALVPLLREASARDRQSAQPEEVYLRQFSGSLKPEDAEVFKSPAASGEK
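TRPV1-expressing cells were cultured overnight at 35.5C and loaded with Fluo-8 calcium dye for 40 to 90 min at room temperature. After a 10 s baseline, compound was added and calcium influx was read kinetically for 3 min (ex 480/em 520 nm).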
Tb PFK inh: T. brucei PFK enzyme inhibition. O15648. T. brucei PFK, ADP-Glo luminescence. Potency, µM (series often up to 57.5 µM), for the others: at the top dose activity, negative = inhibition, hits mostly inhibitors. 330,000 tested, 0.17% active. AID 485367;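 also: potency is read from the fitted curve at half-maximal effect; 0% = uninhibited 1x PFK enzyme wells and -100% = no-enzyme wells; nearly all actives have a fitted effect of over 60% in size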
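1.25 nM PFK with 0.5 mM F6P and 0.1 mM ATP in 0.1 M TEA pH 8.0, 5 mM MgCl2, incubated 45 min at room temperature; ADP measured by ADP-Glo luminescence; compounds titrated up to 57 uM.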
FLuc counter: counter-screen for miR-21 project: firefly luciferase inhibitors or activators; AID 588342; Potency, µM (top dose mostly 57.5 µM), for the others: at the highest dose activity change, negative = inhibition, usual class: inhibitors; purified FLuc, Km substrates, luminescence inhibition; 360,000 tested, 6.9% active;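 also: potency is read from the fitted curve at half-maximal effect; plate controls were vehicle for no effect and reference inhibitor for full effect; nearly all actives have a fitted effect of over 55% in size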
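Purified P. pyralis luciferase (10nM final) with 10uM D-luciferin and 10uM ATP (Km levels) in 50mM Tris acetate pH 7.5, 10mM Mg acetate, 0.01% Tween-20, 0.05% BSA; qHTS 6-point titration, ~60 µM downward; luminescence read.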
RORg inh: ROR gamma (mouse) transcription inhibition. 310,000 tested, 5.4% active. Potency, µM (top dose mostly 53.6 µM), for inactives: at the highest dose activity change, negative = inhibition, actives largely listed as inhibitors. AID 2551. Drosophila S2 Gal4-RORgamma UAS-luciferase reporter, 20 h; also: potency is read from the fitted curve at half-maximal effect; % is scaled to controls: 0 for no effect and ±100 for the full control effect; nearly all actives have a fitted effect of over 60% in size
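Using a luciferase readout, inhibitors were identified by reduced reporter activity in Drosophila cells coexpressing a copper-inducible Gal4–ROR gamma fusion and UAS-driven Photinus luciferase, incubated 20 hr after 700 uM copper sulfate.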
NPC1 prom act: NPC1 promoter activation. Huh7 NPC1 promoter luciferase reporter, 24 h. Potency, µM (doses to about 9.22 µM), for the others: at the top dose activation, hits mostly activators. 320,000 tested, 2.4% active. AID 485313;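 also: potency is read from the fitted curve at half-maximal effect; % of control where 0% means no effect; nearly all actives have a fitted effect of over 60% in size; reporter is driven by a mutant NPC1 promoter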
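Luminescence from an NPC1 promoter-driven luciferase reporter in stably transfected Huh7 cells was measured after 24 h compound treatment at 37 °C, followed by 10 min ambient incubation with luciferase detection reagent.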
* hit, by the source's call; ? = inconclusive; · = not tested or not shown; [ ] = remark or other dose. Unless noted, calls follow the shape of the dose curve; as a rule, active = well fitted curve in the direction sought with a large enough effect; inconclusive = small, poorly fitted or top-dose-only effect, or another doubt; inactive = no such curve, though single readings can be large; an effect the other way counts as inactive or inconclusive.

SMILES	p53 reactivation	VP16 counter	ELG1 repair inh	ELG1 genotox	BRCA1 expr up	Rab9 promoter act	TRPV1 agonist	Tb PFK inh	FLuc counter	RORg inh	NPC1 prom act
COc1ccccc1NC(=O)CCCc1nc(-c2ccc(OC)c(OC)c2)no1	-3%	-12%	?	-1%	-18%	-6%	-2	1%	-1%	-3%	-1%
NC[C@H]1O[C@H](O[C@H]2[C@H](O)[C@@H](O[C@H]3O[C@H](CO)[C@@H](O)[C@H](N)[C@H]3O)[C@H](N)C[C@@H]2N)[C@H](N)C[C@@H]1O	1%	-10%	2%	0%	23%	-4%	-1	-4%	6%	8%	0%
CC(=O)C(Cc1cnc(Cl)s1)(Cc1cnc(Cl)s1)C(C)=O	-4%	11%	?	-2%	-5%	2%	-1	-6%	6%	?	0%
CC(C)c1nnc(NC(=O)CCC(=O)NC2CCCCCCC2)s1	-6%	-9%	29%	5%	4%	10%	-4	2%	-2%	14%	0%
COc1cccc(-c2cccc(NC(=O)C3CCN(Cc4ccon4)CC3)c2)c1	-1%	-4%	-2%	-2%	2%	4%	1	0%	-1%	0%	-2%
COc1ccc(OC)c(C2CC(=O)c3c([nH]c(C(=O)OCC4CCCO4)c3C)C2)c1 (configuration not stated)	-1%	1%	10µM*	-13%	-32%	1%	10	1%	-13%	20%	-4%
CN(CC(=O)O/N=C(\N)c1ccccn1)S(=O)(=O)c1cc(Cl)ccc1Cl	7%	5%	11%	5%	-8%	6%	-2	3%	-18%	13%	-3%
Cn1cnnc1SCC(=O)Nc1ccc(Cl)cn1	-3%	-4%[10 µM]	16%	0%	-17%	21%	1	-2%	0%	-7%	-1%
O=C(CCS(=O)(=O)c1ccc(Cl)cc1)Nc1nnc(-c2ccco2)o1	21%	·	-2%	-8%	-20%	1%	-5	-1%	-3%	·	-2%
O=C1NC2(CCCCC2)C(=O)N1CCN1C(=O)c2ccccc2C1=O	0%	0%	-1%	1%	-5%	-2%	0	-2%	-1%	-17%	-4%
O/N=C(/CN(O)/C=C1/C=CC=N1)c1cccs1	-5%	2%	-1%	4%	1%	-6%	1	-2%	-1%	23%	1%
CCOC(=O)N1CCN(S(=O)(=O)N2CCCC(C(=O)NCCc3ccccc3)C2)CC1 (configuration not stated)	6%	-5%	-1%	-1%	0%	-4%	-5	-2%	0%	12%	-3%
O=C1NC(=O)c2cc(NC(=O)C3COc4ccccc4O3)ccc21 (configuration not stated)	-2%	-12%	9%	0%	-1%	-9%	?	-11%	-6%	-10%	-3%
COc1ccc(OC)c(C2=C[N+](=O)C(C)(C)C(C)(C)N2[O-])c1	-5%	-3%	-5%	-2%	5%	-2%	1	-4%	-2%	5%	2%
COC(=O)[C@H](C)N(Cc1ccc(Cl)c(Cl)c1)S(=O)(=O)CCN1CCN(c2ccccc2)CC1	0%	·	?	-10%	9%	·	·	3%	·	·	·
CC1SC(c2ccc(Cl)cc2)NC1=O (configuration not stated)	0%	5%	5%	0%	1%	-7%	3	-5%	3%	31%	-2%
COc1cccc2sc(N(CCCN(C)C)C(=O)c3ccc(S(=O)(=O)N4CCCc5ccccc54)cc3)nc12	-2%	?	?	-1%	-8%	-2%	4	-1%	3%	?	-6%
CC1CCN(CC(=O)NC2CCCCC2)CC1	·	-13%	7%	-2%	-5%	-2%	5	1%	5%	?	0%
COc1ccc(/C=C/C(=O)NC(=S)Nc2ccccn2)cc1	29%	-28%	?	?	8.9µM*	0.89µM*	-4	-1%	?	?	1.3µM*
CSc1nc(Cc2ccccc2)cc(=O)[nH]1	-3%	-7%	0%	0%	16%	-4%	1	2%	-18%	-2%	-2%
COc1cccc(-n2c(-c3ccc4[nH]c(C)c(C)c4c3)n[nH]c2=S)c1	-1%	5%	?	1%	6%	-5%	3	-13%	-12%	?	-3%
COC(=O)CCC(=O)NNC(=O)CCCOc1ccc(Cl)cc1Cl	1%	?	15%	3%	-7%	-1%	·	-3%	-2%	12%	1%
COc1ccc(CN2CCN(CCCc3ccccc3)C(CCO)C2)c(O)c1 (configuration not stated)	?	0%	-14%	-1%	-3%	1%	0	-5%	2%	-27%	0%
C=C(C)CN=C1SC(C(=O)Nc2sc3c(c2C(=O)OC)CCC3)C(N)=C1C(N)=O (configuration not stated)	-13%	-10%	0%	0%	-76%	-10%	0	-1%	3%	?	-1%
CCOC(=O)c1cnn(-c2ccccc2)c1-n1cccc1C(=O)C(=O)Nc1ccccc1C(F)(F)F	-8%	-2%	4%	-8%	-55%	-1%	30	7%	-1%	36%	-3%
Cc1ccccc1OCc1nnc(SCC(=O)NC2CCCCC2)o1	0%	-8%	15%	2%	4%	-4%	3	-10%	-8%	4%	-3%
CCNC(=S)NCc1ccc(OC)c(OC)c1	-1%	-1%	9%	-2%	-15%	-1%	9	0%	10%	-27%	-6%
O=C(COC(=O)c1ccc(F)cc1Cl)NC1CCCCCCC1	-1%	·	4%	0%	3%	·	·	-3%	·	·	·
Nc1ccc(C(=O)OCCCc2nc3ccccc3[nH]2)cc1	-2%	-6%	-2%	-6%	2%	3%	0	-5%	-6%	13%	2%
O=C(CSc1ccc(Cl)cc1)Nc1cccc(-c2nc3ncccc3o2)c1	-3%	1%	?	-8%	20%	9%	5	0%	-16%	9%	0%
CCOC(=O)c1c(NC(=O)C(C)S(=O)(=O)c2cn(CC)c3ccccc23)sc2c1CCCC2 (configuration not stated)	-5%	4%	-15%	-4%	-37%	0%	4	1%	7%	?	-1%
O=C(Nc1cc(Cl)ccc1N1CCOCC1)c1ccc(F)c(S(=O)(=O)N2CCOCC2)c1	-5%	·	?	-6%	-20%	1%	1	0%	1%	·	8%
CCN(CC)CC(=O)c1c[nH]c2ccc(OC)cc12	0%	-1%	16%	2%	-20%	-7%	-1	2%	0%	-7%	-3%
S=c1[nH]nc(CNc2cccc(Cl)c2)o1	12%	6%	-3%	2%	-15%	1%	-1	-6%	?	-29%	-11%
CCN(CC)S(=O)(=O)c1cccc(NC(=O)CCSc2ccc(Cl)cc2)c1	0%	-6%	?	-7%	-60%	-2%	20	1%	-2%	40%	-3%
CN(C)CCN(C(=O)c1ccc(S(=O)(=O)N2CCc3ccccc32)cc1)c1nc2ccc(F)cc2s1	10%	-12%	12%	10%	92%	8%	-1	5%	-1%	-4%	12%
O=S(=O)(c1cccc(C(F)(F)F)c1)N1CCCC1c1cccnc1 (configuration not stated)	-3%	-4%	1%	-1%	7%	-4%	-2	0%	-2%	19%	3%
Cc1ccc(C2(C)NC(=O)N(CC(=O)Nc3ccc4c(c3)CCC4)C2=O)cc1 (configuration not stated)	-9%	·	5%	2%	-9%	-6%	24	2%	1%	·	2%
CCCCn1c(=O)[nH]c2c(oc3ccccc32)c1=O	8%	-24%	16%	4%	28%	-7%	-1	1%	-8%	24%	9%
CC(C)n1nccc1NS(=O)(=O)c1ccccc1	-5%	·	6%	0%	4%	-2%	0	0%	6%	·	-4%
O=C(CSc1n[nH]c(-c2cccs2)n1)N1CCCCC1	9%	·	?	?	56%	18%	3	12%	?	·	14%
CC(C)CCNc1cc(=O)n(C)c(=O)n1C	5%	-5%	?	5%	-12%	-3%	-1	-4%	-1%	5%	0%
COc1ccc(-c2csc3nc(-c4ccccc4F)oc(=O)c23)cc1OC	-11%	?	1%	12%	-28%	-3%	0	1%	-15%	11µM*	-4%
CO/N=C/c1ccc(Sc2ccccc2N)c([N+](=O)[O-])c1	-11%	1%	?	0%	-22%	0%	4	3%	-5%	12%	-2%
Cc1cccc(NC(=O)CSc2ncnc3nc[nH]c23)c1	5%	0%	1%	2%	-2%	7%	-1	0%	-1%	18%	-3%
N/C(=N\OC(=O)CCC1CCCCC1)c1ccccn1	?	-5%	?	?	7.9µM*	?	28	-7%[0.46 µM]	0.54µM*	-44%	?
Cc1oc(-c2ccccc2)[n+]([O-])c1C	2%	5%	2%	1%	-14%	-11%	2	3%	5%	-16%	-3%

Looked up one by one from the list above:
SMILES	p53 reactivation	VP16 counter	ELG1 repair inh	ELG1 genotox	BRCA1 expr up	Rab9 promoter act	TRPV1 agonist	Tb PFK inh	FLuc counter	RORg inh	NPC1 prom act
N/C(=N\OC(=O)CCC1CCCCC1)c1ccccn1	?	-5%	?	?	7.9µM*	?	28	-7%[0.46 µM]	0.54µM*	-44%	?
Cc1oc(-c2ccccc2)[n+]([O-])c1C	2%	5%	2%	1%	-14%	-11%	2	3%	5%	-16%	-3%
O=C(CSc1n[nH]c(-c2cccs2)n1)N1CCCCC1	9%	·	?	?	56%	18%	3	12%	?	·	14%
